Assay outcomes from PubChem.
cytoskel mod: alters cytoskeleton assembly in HUVEC cells; HUVEC TNFa F-actin phalloidin imaging, high content; inhibition, % at 2 µM; 0.18% of 91,000 active; AID 836;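 active = inhibition above the batch mean plus 3 SD and confirmed as a hit by visual image inspection, cut at about 30% in these data, passing the limit was not always enough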; note: strong numbers were not always called active
IL1B cytotox: toxic to HUVEC cells under IL-1B stimulation | AID 845 | cell count reduction, % at 2 µM | 0.41% of 94,000 active | HUVEC cell count loss, Hoechst imaging, IL-1B stimulated;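 active = cell count reduction more than 3 SD above the screen-wide mean, cut at about 70% in these data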;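 note: normalized per plate to untreated control cells as the no-loss baseline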
HUVEC prolif 384: inhibitors of human endothelial cell proliferation; HUVEC proliferation, CellTiter-Glo luminescence, 72 h; hits give low values; viability, % at 10 µM (by protocol); 1.1% of 86,000 active; AID 648;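 active = viability at or below 30%; inactive = viability above 30%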;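 note: 100% = median luminescence of DMSO-only cell control wells on each plate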
Lung fibro prol: blocks proliferation of human lung fibroblasts; 1.1% of 85,000 active; LL 47 human lung fibroblast viability, ATP luminescence; hits give low values; AID 719; viability, % at 10 µM;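 active = viability at or below 50% in the single dose screen; inactive = viability above 50%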;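 note: compound exposure lasted 72 h before the ATP readout; 100% = median luminescence of untreated cell-only wells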
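Signal: luminescent ATP detection, CellTiter-Glo; assay system: LL 47 human lung fibroblasts; input: 1,150 cells/well; incubation: overnight cell rest, 72 h compound treatment at 37 °C; measure: % viability versus median cells-only luminescence; medium: IMEM growth medium with 15% fetal bovine serum; dosing: compound addition at 0.1% DMSO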
H69AR inhibit: blocks growth of human H69AR lung tumor cells | 6% of 85,000 active | AID 598 | H69AR lung tumor viability, ATP luminescence, 72 h; hits give low values | viability, % at 10 µM;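 active = viability at or below 40%; inactive = viability above 40%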;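 note: multidrug resistant small cell line overexpressing MRP-1 efflux transporter; 100% = mean luminescence of untreated control wells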
HUVEC tox TNFa: HUVEC cytotoxicity counter-screen, TNF alpha stimulated; HUVEC TNFalpha-stimulated, Hoechst cell count, imaging; cell count reduction, % at 2 µM; 0.17% of 93,000 active;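 active = cell count reduction exceeding the screen mean by over 5 SD, scaled to untreated wells per plate, cut at about 78% in these data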;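 note: cells counted after 24 h of TNF alpha exposure following the 1 h pretreatment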
Smad3 FoxH1 inh: Smad3 (human) transcription factor binding inhibition. P84022. TR-FRET Smad3/Dy647-FoxH1 peptide binding, europium anti-His. inhibition, % at 25 µM. 0.29% of 88,000 active. AID 630;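 active = compounds that reduce the energy-transfer binding signal between the protein and its labelled peptide by more than half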;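 note: 0% = Smad3 plus labelled peptide maximal FRET and 100% = peptide-only background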
Target sequence (P84022 whole entry, looked up): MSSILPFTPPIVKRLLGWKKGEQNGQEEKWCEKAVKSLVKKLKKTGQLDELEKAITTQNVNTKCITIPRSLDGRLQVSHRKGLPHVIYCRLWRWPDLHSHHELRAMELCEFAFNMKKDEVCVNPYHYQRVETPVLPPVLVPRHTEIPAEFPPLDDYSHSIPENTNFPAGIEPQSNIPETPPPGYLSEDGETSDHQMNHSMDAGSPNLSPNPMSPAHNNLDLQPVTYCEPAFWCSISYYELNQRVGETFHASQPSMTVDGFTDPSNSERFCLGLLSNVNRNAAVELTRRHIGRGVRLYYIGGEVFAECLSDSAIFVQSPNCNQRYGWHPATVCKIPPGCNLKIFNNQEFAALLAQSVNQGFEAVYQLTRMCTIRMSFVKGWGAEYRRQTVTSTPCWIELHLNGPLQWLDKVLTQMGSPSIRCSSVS
Pyk2 oligo antag: antagonists of human Pyk2 oligomerization; Q14289; Q293 cells, Pyk2 FERM NanoBiT luminescence; hits give low values; z-score (the deposit names both 25 µM and 10 µM); 0.83% of 99,000 active; AID 1347419;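 active = Z-score of -3 or lower, scaled per plate to the spread of control and sample wells; inactive = z-score above -3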;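 note: negative z-score means lost luminescence so less FERM oligomerization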
VCAM1 TNFa inh: reduces TNF alpha induced VCAM1 expression in HUVEC; HUVEC TNFa-induced VCAM-1 immunofluorescence, high-content imaging; inhibition, % at 2 µM; 0.48% of 95,000 active;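 active = inhibition above the batch mean plus 3 SD, with images confirmed as a hit by eye, cut at about 37% in these data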;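 note: 0% = TNF-stimulated DMSO wells and 100% = unstimulated control wells; not every result past the cut was called active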
* = called active by the depositor; . = not tested or not shown; [ ] = another dose, or the depositor's remark. Not all compounds are listed; the hit share may differ from the screen's.

SMILES	cytoskel mod	IL1B cytotox	HUVEC prolif 384	Lung fibro prol	H69AR inhibit	HUVEC tox TNFa	Smad3 FoxH1 inh	Pyk2 oligo antag	VCAM1 TNFa inh
Cc1cccc(-c2cc3c(nn2)-c2ccccc2C3=O)c1	-4	-6	59	84	19*	-18	-6	-0.71	16
CC(CCc1ccccc1)NC(=O)c1nnc(Cc2ccc(Cl)cc2)o1 (stereo not drawn)	3	-86	103	96	90	-25	3	.	13
COc1ccc(C(=O)O/N=C/c2ccc(S(=O)c3ccc(Cl)cc3)nc2)cc1 (stereo not drawn)	14	-16	.	.	.	-30	.	-1.1	-32
CCOC(=O)c1c(N)n(CC(C)NC(=O)C2CC2)c2nc3ccccc3nc12 (stereo not drawn)	6	-14	.	.	.	20	.	.	1
CC(=O)C1C(=O)C=C(c2ccco2)CC1c1ccccc1 (stereo not drawn)	.	.	104	93	87	.	3	0.57	.
O=C(O)c1cccnc1SCC(=O)N1CCCCCC1	-13	14	99	101	91	-23	-1	-0.07	16
COc1ccc(S(=O)(=O)N2CCN(CCC(=O)Nc3ccccc3F)CC2)cc1	17	.	89	100	88	-21	22	-0.74	0
COc1ccc(-c2nn(-c3ccccc3)cc2C(=O)O)cc1	-8	33	86	95	82	12	-8	.	10
O=C(c1ccc2c(c1)OCO2)N1CCN(C(=O)c2ccco2)CC1	-4	8	90	100	92	-3	11	0.97	6
O=C(Nc1cccc(Cl)c1)N(Cc1nc2ccccc2c(=O)[nH]1)C1CCCC1	-15	-3	81	94	81	-8	-2	0.3	10
O=C(NCS(=O)(=O)c1ccccc1)c1ccccc1	-13	-17	95	103	98	-3	6	0.46	8
O=C(c1cccc(F)c1)N1CCCC(C(=O)N2CCCC2)C1 (stereo not drawn)	10	-2	107	93	100	2	7	-0.11	-13
COc1ccc(C(=O)Nn2c(SCC(=O)NCc3ccco3)nc3ccccc3c2=O)cc1	.	.	76	86	74	.	-13	-0.62	.
O=C(NCc1ccncc1)C(F)(F)C(F)(F)C(=O)NCc1ccncc1	15	7	101	96	103	-6	6	0.49	-7
COc1ccccc1N1CCN(CCCNC(=O)Nc2ccccc2C)CC1	3	-8	120	95	99	.	4	0.67	-17
COCCSc1ccccc1C(=O)Nc1cccnc1	-4	8	95	97	94	-24	-5	-0.32	21
CCc1nnc(NC(=O)C2CCCN(c3nc4ccccc4s3)C2)s1 (stereo not drawn)	-8	-23	91	96	75	-51	-10	0.3	5
CCN(Cc1cc2cc(OC)ccc2[nH]c1=O)C(=O)c1ccncc1	13	-30	85	96	88	-34	0	-0.8	0
Cc1noc(C)c1C(=O)NCCCN1CCCC1=O	-20	-192	97	95	101	6	-5	-0.48	11
CCc1ccc(N=C2N=C(N)c3ccccc32)cc1	.	12	83	84	50	-35	-6	-0.29	10
C(=N\N(c1ccccc1)c1ccccc1)/c1ccc2c(c1)OCO2	-19	13	.	.	.	-1	.	-1	-6
N#CCSc1nc(-c2ccccc2)cs1	2	14	106	101	92	-5	-6	0.41	16
COc1ccc(OC)c2c(N3CCN(C)CC3)cc(C(F)(F)F)nc12	-5	-51	94	106	73	-20	-8[fluorescence artefact?]	0.25	-2
Cc1nn(CC(=O)NCc2ccccc2Cl)c(C)c1[N+](=O)[O-]	-26	-38	.	.	.	2	.	-0.35	-11
CCOc1ccc(C2C(C(=O)NC)=C(C)Nc3nc4ccccc4n32)cc1OC (stereo not drawn)	13	-3	.	.	.	-29	.	.	11
CCCCOC(=O)Nc1nnc(-c2ccccc2OC)s1	-66	1	97	97	92	-16	-30	0.34	14
O=C(CN1CCC(C(O)(c2ccccc2)c2ccccc2)CC1)Nc1ccccc1	8	-6	.	.	.	-10	.	-1.3	1
O=C(N/N=C/c1ccc(OC(=O)c2ccccc2)cc1)c1ccc(CN2CCOCC2)cc1	7	7	.	.	.	-3	.	-0.09	-11
c1ccc(Cc2nnc3sc(-c4ccco4)nn23)cc1	9	-10	108	103	103	-23	-6	.	0
CC(C(=O)N1CCOCC1)(c1ccccc1)c1ccccc1	10	3	88	95	89	-31	5	-0.04	1
CCOC(=O)N1CCN(CC(=O)Nc2cc(OCC)ccc2OCC)CC1	.	.	94	93	49	.	-5	-0.3	.
Cc1ccc(-n2c3c(c(=O)[nH]c2=O)C(C(F)(F)F)(C(F)(F)F)NC(=O)N3)cc1	-9	18	106	105	109	-7	-12	-0.73	8
CCn1c2ccccc2c2cc(/C=N/n3c(C)nnc3C)ccc21	2	-42	78	71	74	-17	0	-1.1	13
O=c1c2ccccc2nc2n1C(CSc1ccc(F)cc1)CN2 (stereo not drawn)	.	-9	.	.	.	7	.	-0.74	1
COc1ccc(-c2ccc(S(=O)(=O)N3CCOCC3)cc2)cc1	-12	8	103	97	86	.	2	-0.98	9
CC1(C)CC(=O)C2(CC3=C(CC(C)(C)CC3=O)O2)C(=O)C1	1	-1	75	106	96	0	-3	0.08	-6
Nc1c(C(=O)NC2CCCCC2)c2nc3ccccc3nc2n1/N=C/c1ccco1	.	.	50	76	26*	.	0	.	.
CC(C)NC(=O)c1onc(CSc2ccccc2)c1C(=O)O	4	-16	.	.	.	-14	.	.	0
O=C(Nc1cccn(Cc2c(Cl)cccc2Cl)c1=O)c1ccc(Cl)cc1	5	-1	.	.	.	-3	.	0.56	-14
O=C(c1ccco1)N1CCN(C(=O)c2cccn3c(=O)c4c5c(sc4nc23)CCCC5)CC1	.	.	108	102	80	.	2	.	.
COc1ccc(OC)c(/C=N/NC(=O)c2cc[n+](CC(=O)c3ccccc3)cc2)c1	.	-9	93	101	60	-5	24	-0.53	-1
O=C(CCc1nc2ccccc2c(=O)[nH]1)OCC(=O)N1CCN(S(=O)(=O)c2ccccc2)CC1	4	10	94	99	95	-24	3	0.51	7
Cc1ccccc1C(=O)Nc1cccc(NC(=O)Cn2cnc3c(=O)n(C)c(=O)n(C)c32)c1	-1	-11	54	64	61	-22	10	-0.77	8
Cc1cc(C)n(-c2cc(N3CCN(C(=O)c4ccccc4C)CC3)ccc2[N+](=O)[O-])n1	24	-6	.	.	.	-25	.	-0.9	11
CN(CC(=O)NC1CCCCC1)S(=O)(=O)c1ccc(Br)s1	3	-19	82	103	96	-9	-2	-0.29	19
Cc1ccnc(NC(=O)CCC(=O)N(CC(=O)NC2CCCCC2)CC2CCCO2)c1 (stereo not drawn)	-5	-25	102	95	107	10	10	0.49	11
COc1cccc(OCC(O)CO)c1 (stereo not drawn)	-12	-30	104	107	80	-26	-2	0.51	9
O=C(NCc1ccco1)C(c1ccccc1)N(C(=O)Cc1cccs1)c1ccccc1F (stereo not drawn)	-5	-17	85	101	90	-2	-24	-0.76	2

Rewritten with values under each structure: part of the list above.
Results follow in this order: cytoskel mod, IL1B cytotox, HUVEC prolif 384, Lung fibro prol, H69AR inhibit, HUVEC tox TNFa, Smad3 FoxH1 inh, Pyk2 oligo antag, VCAM1 TNFa inh
- CC(C)NC(=O)c1onc(CSc2ccccc2)c1C(=O)O
    4, -16, ., ., ., -14, ., ., 0
- O=C(Nc1cccn(Cc2c(Cl)cccc2Cl)c1=O)c1ccc(Cl)cc1
    5, -1, ., ., ., -3, ., 0.56, -14
- O=C(c1ccco1)N1CCN(C(=O)c2cccn3c(=O)c4c5c(sc4nc23)CCCC5)CC1
    ., ., 108, 102, 80, ., 2, ., .
- COc1ccc(OC)c(/C=N/NC(=O)c2cc[n+](CC(=O)c3ccccc3)cc2)c1
    ., -9, 93, 101, 60, -5, 24, -0.53, -1

Later entries:
SMILES	cytoskel mod	IL1B cytotox	HUVEC prolif 384	Lung fibro prol	H69AR inhibit	HUVEC tox TNFa	Smad3 FoxH1 inh	Pyk2 oligo antag	VCAM1 TNFa inh
Cc1cc(NC(=O)c2ccc3c(c2)C(=O)N(C)C3=O)no1	4	21	94	103	91	-2	3	-0.41	-3
COCCn1c(SCC(=O)Nc2cc(C)cc(C)c2)nnc1C(C)C	-1	-14	102	99	76	-28	0	0.13	3
O=C(N/C=C\c1ccccc1)NCc1ccc(Cl)cc1	-16	-7	.	.	.	20	.	-0.08	-16
CCc1nc(SCC(=O)N2CC(=O)Nc3ccccc32)c2c(C)c(C)sc2n1	25	-7	.	.	.	24	.	-2.8	17
O=C(c1ccc2c(=O)n(Cc3ccc4c(c3)OCO4)c(=S)[nH]c2c1)N1CCCCC1	-2	8	73	93	35*	-3	-12	0.64	-17
Cc1noc(NS(=O)(=O)c2ccc(NC(=O)CSc3nc4c(cc3C#N)CCC4)cc2)c1C	10	18	.	.	.	3	.	.	2
O=C(CCC(=O)N(CC(=O)NC1CCCCC1)Cc1ccco1)Nc1nccs1	30	11	97	95	100	-15	2	0.65	7
O=C1CC(c2ccccc2)c2ccc(O)cc2O1 (stereo not drawn)	.	7	96	97	91	-69	3	0.06	9
CCOC(=O)c1c(CNCCN(CC)CC)n(C)c2cc(Br)c(OC)cc12	-11	15	45	84	33*	.	3	0.56	-11
CCCCN(C(=O)NC(=O)Nc1ccccc1OC)S(C)(=O)=O	30	8	84	109	100	-8	3	-0.62	6
Cc1ccc(S(=O)(=O)N2CCN(S(=O)(=O)N3CCCCC3)CC2)cc1	5	7	89	90	91	-5	0	0.11	-4
COc1ccc(CSc2nnc(SCc3ccc([N+](=O)[O-])cc3)s2)cc1	10	1	.	.	.	.	.	1.7	-44
O=C(NC(=S)Nc1nc(-c2ccc(Br)cc2)cs1)c1cccnc1	-15	-24	.	.	.	0	.	-0.53	6
CCOC(=O)c1ccc(NC(=O)CN(c2ccc(C)cc2)S(=O)(=O)c2c(C)n[nH]c2C)cc1	-13	-2	94	85	46	-30	1	-3.4*	-2
CCN1CCN(C(=O)CN2C(=O)c3cccc4cccc2c34)CC1	4	-37	102	98	65	-46	10[fluorescence artefact?]	1.1	12
COc1ccccc1Nc1nc(N)nc(CN(C)C2CCCCC2)n1	-3	-4	104	94	87	0	6	0.52	5
CC/C(C)=C1\SC(N2CCOCC2)=NC1=O	.	-7	97	101	90	-52	-2	-0.26	9
CCNC(=O)COc1ccc(Br)cc1Cl	3	-6	111	104	101	-5	11	1.6	-1
CCOc1ccc(S(=O)(=O)NCc2ccccn2)cc1	-11	6	100	105	106	8	2	2.5	17
CC(=O)N1CCN=C1SCc1ccccc1Cl	10	10	81	93	86	3	1	.	22
CC1(C)Cc2c(c(=S)nc(-c3ccccc3)n2CCOCCO)CO1	.	.	95	103	87	.	-7	-0.83	.
CSc1ccc(Cl)c(C(=O)NCc2ccco2)c1	1	-8	100	113	101	-11	4	-0.65	-6
CC(=O)Nc1ccc2[nH]c(C)c(CC=C(Cl)Cl)c(=O)c2c1	3	-2	99	106	95	-31	20[fluorescence artefact?]	-0.48	10
CCC(=O)n1nc(-c2cccnc2)nc1NCc1ccc(OC)cc1	10	-34	84	93	102	-12	3	0.74	16
Clc1ccc(C=NC23CN4CN(CN(C4)C2)C3)cc1	23	-5	94	96	97	-18	-12	0.31	1
O=C(C1CCN(Cc2ccc(F)cc2)CC1)N(CCO)Cc1ccccc1	-33	-81	96	96	95	-11	6	0.96	17
Cc1ccc(-c2c(C#N)c(N)nc3c2CCCCCC3)o1	.	.	92	103	80	.	0	-1.1	.
CCOCCCNC(=S)N1C2CCC1CC(NC(=O)NC1CCCCC1)C2 (stereo not drawn)	12	-22	.	.	.	-15	.	0.61	11
O=C(NC1CC1)C1CCN(c2ccc(S(=O)(=O)N3CCOCC3)cc2Cl)CC1	-7	-13	99	95	82	-33	-9	-0.08	24
COc1ccc(OCCn2c(NC(=O)c3ccco3)nc3ccccc32)cc1	.	.	78	59	39*	.	5	-1.4	.
